Source: PubChem
ATXN2 expr inh – Primary qHTS for Inhibitors of ATXN expression | HEK-293 ATXN2-luciferase reporter, luminescence, 24 h | Potency, µM (series often up to 57 µM), without a hit: at the highest dose activity change, negative = inhibition, most hits filed as inhibitors | hit rate 0.72% among 360,000 | AID 1745845, 2022; further: potency means the concentration at half of the fitted maximal effect; on the % scale 0 is the no-effect control and ±100 the full control effect; nearly all actives have a fitted effect of over 55% in size
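qHTS (up to 57 uM final) was run with 24 h compound exposure of reporter cells at 37 °C. Each well was multiplexed: SteadyGlo luminescence measured ATXN2-luciferase expression after a fluorogenic Gly-Phe-AFC viability readout (25 uM final).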
S2 tox – Viability Counterscreen for Primary qHTS for Inhibitors of ATXN expression; S2 cells (HEK-293 line with an ATXN2-luciferase reporter) viability, CellTiter-Fluor protease fluorescence, 24 h; Potency, µM (titrated, usually from 56.7 µM), usual class: cytotoxic; hit rate 0.49% among 400,000; further: potency means the concentration at half of the fitted maximal effect; nearly all actives have a fitted effect of over 40% in size
Nrf2 ARE act – qHTS of Nrf2 Activators. AREc32 ARE-luciferase reporter (MCF7-derived line), luminescence, 24 h. Potency, µM (highest dose often 46.1 µM), inactives show at the highest dose activation, actives largely listed as activators. hit rate 0.31% among 410,000. AID 624171, 2012; further: potency means the concentration at half of the fitted maximal effect; % of control where 0% means no effect; nearly all actives have a fitted effect of over 65% in size
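Steps: seed AREc32_Fluc cells (1000/well, 5% FBS OPTI-MEM); incubate overnight at 37 deg C; add 23 nL compound; incubate 24 hr; add Steady-Glo; hold 30 min RT; read luminescence.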
HepG2 tox – qHTS for Inhibitors of TGF-b: Cytotox Counterscreen. Potency, µM (top dose mostly 46.1 µM), inactives show at the top dose activity change, negative = cytotoxicity, actives largely listed as cytotoxic. hit rate 0.76% among 410,000. HepG2 CAGA-GFP viability, ATP luminescence, 18 h; further: potency means the concentration at half of the fitted maximal effect; some results filed as inactive show a strong effect at the top dose
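HepG2 CAGA-GFP cells (1000/well, DMEM with 1% FBS) received compound, then TGF-beta at 500 pg/mL final, and were incubated 18 hours at 37 degrees C. Viability was read by CellTiter-Glo luminescence. Media-only wells were set as complete cell-killing and DMSO as no toxicity.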
Nrf2 inh – Nrf2 qHTS screen for inhibitors | A549 ARE-Fluc reporter, luciferase luminescence, 18-24 h | Potency, µM (top dose mostly 46 µM), without a hit: at the highest dose activity change, negative = inhibition, most hits filed as inhibitors | hit rate 2.1% among 360,000; further: potency means the concentration at half of the fitted maximal effect; on the % scale 0 is the no-effect control and ±100 the full control effect; nearly all actives have a fitted effect of over 60% in size
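Quantitative HTS in A549 cells stably bearing an antioxidant response element-firefly luciferase construct. Inhibition of Nrf2-driven transcription was scored by luminescence after 18-24 h of compound exposure at 37 °C.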
A549 viability – Nrf2 qHTS screen for inhibitors: counterscreen for cytotoxicity | A549 ARE-Fluc cells, CellTiter-Fluor viability, 18-24 h | Potency, µM (top dose mostly 46 µM), for the others: at the highest dose activity change, negative = cytotoxicity, most hits filed as inhibitors | hit rate 0.16% among 390,000; further: potency means the concentration at half of the fitted maximal effect; on the % scale 0 is the no-effect control and ±100 the full control effect
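A549 ARE-Fluc cells in 5% FBS OPTI-MEM, 5000 cells/well, rested 2 h then exposed to compounds in concentration-response for 18-24 h at 37 °C. Viability by CellTiter-Fluor fluorescence (Ex 405/Em 525) after 30 min; luciferase luminescence (BugLite, 15 min, RT) read afterwards.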
TGFb inhibitor – qHTS for Inhibitors of TGF-b; HepG2 CAGA-GFP TGF-b/SMAD3 reporter, GFP fluorescence, 18 h; TGF-beta stimulated, 500 pg/mL final; Potency, µM (highest dose often 46.1 µM), for the others: at the top dose activity, negative = inhibition, usual class: inhibitors; hit rate 1.2% among 410,000; AID 588855, 2011; further: potency means the concentration at half of the fitted maximal effect; on the % scale 0 is the no-effect control and ±100 the full control effect; nearly all actives have a fitted effect of over 65% in size
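First, reporter cells (HEPG2 CAGA-GFP) rested 2 h at 37 degrees C. Next, compounds were pinned in and TGF-beta added to 500 pg/mL final. After 18 h, GFP was imaged per cell and summed per well.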
IL-2 act – qHTS of IL-2 Activators | IL-2 activation reporter assay, cell-based qHTS; stimulated with anti-CD3/CD4/CD28 beads; in transgenic mouse T cells | activation, % (series mostly up to about 46 µM) | hit rate 0.065% among 360,000 | AID 652025, 2013; in the data active means activation above about 50%; inconclusive means mostly about 30% to 49%; further: 0% is about no effect
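Unstimulated transgenic mouse T cells; 60-min compound exposure; bead-based TCR/CD4/CD28 stimulation; 18 h culture, 37 degrees C; dual fluorescence (EGFP, DsRed) plate cytometry.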
EPAC2 agonist – qHTS for Agonist of cAMP-regulated guanine nucleotide exchange factor 4 (EPAC2): primary screen | hit rate 0.079% among 360,000 | Potency, µM (titrated, usually from 154 µM), for the others: at the highest dose activation, usual class: activators | AID 720711, 2013 | EPAC2 activation, biochemical qHTS; response scale: 100% = 6.5 mM cAMP response; further: potency means the concentration at half of the fitted maximal effect; nearly all actives have a fitted effect of over 50% in size
Target sequence (Q8WZA2 whole entry, looked up): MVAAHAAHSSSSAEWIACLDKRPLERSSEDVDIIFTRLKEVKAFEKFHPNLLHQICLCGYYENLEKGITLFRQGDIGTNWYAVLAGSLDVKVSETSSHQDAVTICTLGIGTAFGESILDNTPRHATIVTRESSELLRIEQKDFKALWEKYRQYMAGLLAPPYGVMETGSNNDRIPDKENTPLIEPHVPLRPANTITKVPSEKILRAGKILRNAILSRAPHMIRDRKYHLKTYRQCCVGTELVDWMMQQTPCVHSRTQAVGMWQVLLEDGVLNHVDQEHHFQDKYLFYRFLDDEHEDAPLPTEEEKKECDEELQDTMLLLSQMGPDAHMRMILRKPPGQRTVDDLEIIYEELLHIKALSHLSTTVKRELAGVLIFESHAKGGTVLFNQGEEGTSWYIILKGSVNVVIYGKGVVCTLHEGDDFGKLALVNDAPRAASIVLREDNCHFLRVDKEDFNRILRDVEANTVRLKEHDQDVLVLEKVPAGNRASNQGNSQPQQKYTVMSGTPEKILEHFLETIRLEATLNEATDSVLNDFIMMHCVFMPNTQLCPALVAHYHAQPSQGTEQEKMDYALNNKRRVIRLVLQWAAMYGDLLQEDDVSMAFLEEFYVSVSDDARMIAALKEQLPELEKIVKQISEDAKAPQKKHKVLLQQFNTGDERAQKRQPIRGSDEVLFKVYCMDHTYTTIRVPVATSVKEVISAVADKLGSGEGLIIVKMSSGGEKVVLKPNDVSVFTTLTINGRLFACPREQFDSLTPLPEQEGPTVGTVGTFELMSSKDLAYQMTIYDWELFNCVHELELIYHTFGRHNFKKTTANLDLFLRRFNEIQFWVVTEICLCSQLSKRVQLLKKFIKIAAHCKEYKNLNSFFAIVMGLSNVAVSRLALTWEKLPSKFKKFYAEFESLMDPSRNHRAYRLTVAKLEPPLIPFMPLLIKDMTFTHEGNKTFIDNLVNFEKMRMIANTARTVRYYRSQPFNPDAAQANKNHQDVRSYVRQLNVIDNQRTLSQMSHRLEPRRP
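Fluorescence exchange assay: 100 nM EPAC2 with 250 nM RAP1B-BODIPY-GDP and 50 uM GDP; compounds tested as a concentration-titration series (qHTS). Loss of Rap1-bound BODIPY-GDP fluorescence read at 480/540 nm; data normalized to 6.5 mM cAMP.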
Active calls of the source: *; i = inactive; ? = inconclusive; / = not tested or not shown; & = joins results of further samples; [ ] = another dose, or the depositor's remark. Unless noted, the call rests on the fitted dose curve; in most records, active means well fitted curve in the direction sought with a large enough effect; inconclusive means small, poorly fitted or top-dose-only effect, or another doubt; inactive means no such curve, though single readings can be large; an effect the other way counts as inactive or inconclusive. Compounds were not picked by outcome; 4.3% or so of the library scored in one or more.

Start of the listing, in advance (five entries):
Order of results – A549 viability, Nrf2 inh, TGFb inhibitor, HepG2 tox, ATXN2 expr inh, Nrf2 ARE act, IL-2 act, EPAC2 agonist, S2 tox
#1 CCN(CC)C(=S)SCC(=O)c1ccc(F)cc1
→ -5.5%, ?, -25.4%, -100.2%, 68.4%[activator], 3.9%, -0.1, 10.3%, i
#2 C[C@@H]([C@H](O)c1ccccc1)N(C)C(=S)Nc1ccccc1
→ 1.3%, -2.6%, -1.8%, -2.8%, -1.8%, -0.8%, 0.0, 8.4%, i
#3 CCOC(=O)c1c(S(=O)(=O)NCC(=O)Nc2cc(C)ccc2OC)c(C)n(C)c1C
→ 5.2%&2.6%, 15.3%, ?, 9.5%&3.3%, 3.0%&0.9%, -0.6%&4.3%, 2.5, 2.5%, i
#4 COc1ccc(-c2ncc(CN3CCC(CO)(Cc4cccc(OC)c4)CC3)cn2)cc1
→ -2.5%, 1.9%, -18.1%, -23.3%, -16.7%, 2.5%, -2.4, 11.0%, i
#5 O=C(NCCCN1CCN(Cc2ccccc2)CC1)c1nnc(Cc2c(F)cccc2Cl)o1
→ 0.3%, 2.3%, ?, -17.2%, -12.0%, -0.7%, 0.5, -1.4%, ?

The listing, from the first entry:
Order of results – A549 viability, Nrf2 inh, TGFb inhibitor, HepG2 tox, ATXN2 expr inh, Nrf2 ARE act, IL-2 act, EPAC2 agonist, S2 tox
#1 CCN(CC)C(=S)SCC(=O)c1ccc(F)cc1
→ -5.5%, ?, -25.4%, -100.2%, 68.4%[activator], 3.9%, -0.1, 10.3%, i
#2 C[C@@H]([C@H](O)c1ccccc1)N(C)C(=S)Nc1ccccc1
→ 1.3%, -2.6%, -1.8%, -2.8%, -1.8%, -0.8%, 0.0, 8.4%, i
#3 CCOC(=O)c1c(S(=O)(=O)NCC(=O)Nc2cc(C)ccc2OC)c(C)n(C)c1C
→ 5.2%&2.6%, 15.3%, ?, 9.5%&3.3%, 3.0%&0.9%, -0.6%&4.3%, 2.5, 2.5%, i
#4 COc1ccc(-c2ncc(CN3CCC(CO)(Cc4cccc(OC)c4)CC3)cn2)cc1
→ -2.5%, 1.9%, -18.1%, -23.3%, -16.7%, 2.5%, -2.4, 11.0%, i
#5 O=C(NCCCN1CCN(Cc2ccccc2)CC1)c1nnc(Cc2c(F)cccc2Cl)o1
→ 0.3%, 2.3%, ?, -17.2%, -12.0%, -0.7%, 0.5, -1.4%, ?
#6 CCC(=O)Nc1nc(=S)ss1
→ -4.2%, -10.4%, -5.3%, -0.8%, 3.1%, -0.2%, -0.3, 0.9%, i
#7 CC(OC(=O)CN(C)S(=O)(=O)c1ccc(Cl)cc1)C(=O)Nc1ncc(Cl)cc1Cl (configuration not stated)
→ 16.3%, ?, -3.0%, 1.2%, -21.4%, 0.0%, -0.7, 4.7%, i
#8 CCOC(=O)c1ccc(N2C(=O)c3n[nH]c(C)c3C2c2ccc(OC)cc2OC)cc1 (configuration not stated)
→ ?, 18.4µM*, ?, -55.0%, -17.5%, -1.9%, -0.3, 22.4%, i
#9 CCC(C)Cn1c(S(=O)(=O)O)nc2ccccc21 (configuration not stated)
→ -1.6%, 5.4%, -0.4%, -13.2%, 1.0%, -0.2%, 0.7, -4.9%, i
#10 COc1ccc(-c2nc3c4ccccc4ccn3c2CC2CCCCC2)cc1OC
→ /, /, -26.3%, -9.4%, 71.1%[activator], 12.1%, -0.5, 7.0%, ?
#11 COC(=O)C1=CNC=C(C(=O)OC)C1c1ccc(Cl)cc1
→ -0.7%, 3.8%, -22.8%, -15.3%, 4.0%, 2.5%, -0.4, -4.2%, i
#12 COc1ccc(C(C)(C)C)cc1NC(=O)C1CC(=O)N(C2CCCC2)C1 (configuration not stated)
→ -11.8%, ?, -5.3%, -19.6%, -4.1%, 0.2%, 0.7, 11.6%, i
#13 CCc1cccc(CC)c1NC(=O)COC(=O)CC1c2ccccc2CCN1S(=O)(=O)c1ccccc1 (configuration not stated)
→ -10.6%, ?, ?, -41.6%, -8.5%, -0.6%, 2.6, 5.2%, i
#14 Cc1cc2ncc(C(N)=O)cn2n1
→ 1.5%, 16.4%, -2.2%, -5.0%, 4.0%, -0.3%, 1.2, 11.1%, i
#15 CS(=O)(=O)N1CCN(c2ccnc3cc(Cl)ccc23)CC1
→ 4.6%, -14.7%, -2.4%, -14.1%, -21.8%, 2.4%, -1.1, 12.0%, i
#16 CNc1ccc(-c2cccc(CO)c2)cn1
→ /, /, 10.7%, -5.3%, 7.2%, 0.9%, 0.0, 10.8%, i
#17 O=C(NCc1cccc(C(F)(F)F)c1)c1ccc2c(c1)OCCO2
→ -8.5%, 7.4%, -5.1%, 0.1%, -5.9%, -0.4%, 0.6, 13.9%, i
#18 O=C(COc1ccc(F)cc1)Nc1ccc2nc(SCC(=O)N3CCOCC3)sc2c1
→ -9.4%, ?, -3.4%, -33.4%, /, 3.7%, /, /, /
#19 Cc1[nH][nH]c(=O)c1C
→ 1.5%, -6.6%, 0.3%, -0.4%, -3.9%, -1.6%, 0.7, -0.4%, i
#20 Cc1cc(SCC(=O)OCC(=O)c2c(N)n(C)c(=O)n(C)c2=O)c(C)cc1Br
→ 1.2%, -1.2%, 0.8%, -6.6%, -0.3%, 0.0%, -0.2, 4.7%, i

Going on with the list:
Order of results – A549 viability, Nrf2 inh, TGFb inhibitor, HepG2 tox, ATXN2 expr inh, Nrf2 ARE act, IL-2 act, EPAC2 agonist, S2 tox
#21 Cc1cc(NC(=O)CN2C(=O)NC(C)(CCc3ccccc3)C2=O)no1 (configuration not stated)
→ -2.2%, -3.3%, 2.9%, -4.6%, -10.9%, -0.1%, -2.9, 3.0%, i
#22 Cc1ccc(C)c(Cn2c3ccccc3c3cnn(CC(=O)NCC(C)c4ccccc4)c(=O)c32)c1 (configuration not stated)
→ 4.6%, 5.4%, -1.1%, -11.4%, -1.5%, -0.8%, /, /, i
#23 CCC(C(=O)Nc1ccccc1Cl)n1nc(C)c2c(C)n(-c3ccccc3)nc2c1=O (configuration not stated)
→ -3.1%, ?, 0.0%, -15.8%, 4.7%, -0.5%, -3.2, 2.3%, i
#24 Cc1ccccc1NC(=S)NC1(C)CCS(=O)(=O)C1 (configuration not stated)
→ 0.9%, -4.7%, -5.7%, -16.8%, -4.5%, 0.4%, -0.2, -7.6%, i
#25 O=C(c1cc2c(c(-c3cccc(-c4ccc(F)cc4)c3)n1)[C@H](CCO)N(C(=O)c1ccc3c(c1)OCO3)C2)N1CCOCC1
→ /, /, /, /, -22.2%, 5.4%, -0.4, 12.5%, i
#26 COc1ccccc1C(CNC(=O)c1cccc(S(=O)(=O)Nc2ccc(C)cc2)c1)N(C)C (configuration not stated)
→ -13.1%, 7.1%, -4.2%, -20.4%, 6.7%, -0.3%, -3.4, -4.1%, i
#27 O=C(COc1ccc2c3c(c(=O)oc2c1)CCC3)Nc1ccc(CN2CCOCC2)cc1
→ 2.3%, -5.6%, 2.2%, 2.0%, 9.2%, 0.4%, -3.1, -9.4%, i
#28 CCC(C(=O)NC1CCCCCC1)n1nc(C)n2c(cc3occc32)c1=O (configuration not stated)
→ -1.0%, 10.1%, -9.9%, 13.4%, -1.8%, -0.7%, -0.8, -2.8%, i
#29 CC(=O)NC(CCCCNC(=S)NC1CCCCC1)C(=O)O (configuration not stated)
→ -1.7%, -19.5%, ?, 3.5%, 0.8%, -0.3%, 2.4, -1.5%, i
#30 CC1CCc2cc(F)ccc2N1C(=O)CSc1nnc2c(n1)[nH]c1ccccc12 (configuration not stated)
→ -6.3%, -28.8%, ?, -48.0%, -10.2%, 0.7%, -2.0, -4.8%, i
#31 CCOc1ccc(/C=N/NC(=O)c2[nH]ncc2Br)c(O)c1
→ -7.5%, 1.7%, 2.7%, -50.7%, ?, -1.7%, 0.6, -3.9%, i
#32 O=C(O)c1ccc(/C=N/NC(=O)c2cc(-c3ccc4c5c(cccc35)CC4)n[nH]2)cc1
→ 0.2%, 15.6%, -2.1%, 3.1%, 21.8%, -0.7%, -0.1, -14.1%, i
#33 CC(=O)c1ccc(NS(=O)(=O)c2ccc(N/C=C/C(=O)c3ccc(F)cc3)cc2)cc1
→ -11.8%, -15.4%, ?, -1.0%, -0.2%, 2.1%, -2.9, 15.3%, i
#34 COc1cccc(NC(=O)N2CCCC(C(=O)NC3CCCCC3C)C2)c1 (configuration not stated)
→ -5.3%, -9.1%, -1.0%, 3.2%, 0.0%, -0.8%, 1.1, -8.3%, i
#35 CCOC(=O)c1cnn(Cc2ccc(C)cc2)c1N
→ 0.7%, 6.0%, -0.9%, -4.2%, 1.0%, 1.6%, 0.0, 0.5%, i
#36 CC(C)(C)C(O)(CC#CCN1CCCC1)c1ccccc1 (configuration not stated)
→ 3.1%, 13.7%, 11.3%, 0.7%, -18.4%, 0.6%, -0.9, 9.1%, i
#37 COc1ccc(CCNc2ncnc3c2c(-c2ccccc2)cn3-c2ccc(F)cc2)cc1OC
→ -16.8%, /, -22.1%, -19.4%, /, 0.2%, /, /, /
#38 O=S(=O)(c1ccc(OCC(O)CN2CCC(Cc3ccccc3)CC2)cc1)N1CCOCC1 (configuration not stated)
→ -5.4%, 10.9%, -6.6%, -21.7%, -11.5%, 0.3%, 0.5, 10.1%, i
#39 COc1cc(OC)nc(Oc2ccccc2C(=O)Oc2ccc(Cl)cc2)n1
→ 1.6%, 21.7%, 0.2%, -25.1%, -13.0%, 4.7%, -2.8, 16.0%, i
